VIM-2 inh: inhibitors of Pseudomonas aeruginosa VIM-2 metallo-beta-lactamase; purified VIM-2, nitrocefin hydrolysis, epi-absorbance fluorescence; inhibition, % at 5.6 µM; 290,000 compounds, 0.89% hits; AID 1527;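 active = inhibition above the mean of all tested compounds plus 3 SD, cutoff set per screening run, cut at about 7.5% in these data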;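 note: red hydrolysis product quenches plate fluorescence so inhibitors raise well fluorescence; 0% = enzyme with DMSO and 100% = DMSO without enzyme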
IMP-1 inh: inhibitors of Pseudomonas aeruginosa IMP-1 metallo-beta-lactamase; purified IMP-1, nitrocefin hydrolysis, epi-absorbance fluorescence; inhibition, % at 5.6 µM; 290,000 compounds, 0.45% hits;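 active = inhibition above the mean plus 3 SD of all compounds in the same screening run, cut at about 4.5% in these data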;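 note: 0% = IMP-1 with DMSO and 100% = DMSO wells lacking enzyme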
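system = purified recombinant IMP-1 beta-lactamase | amount = 0.2 nM IMP-1, as dispensed | medium = HEPES buffer pH 7.1 with ZnSO4 and Brij 35 | times = 25 °C, 15 min preincubation, 25 min reaction | detection = plate fluorescence quenching by hydrolysis product, ex 480/em 530 nm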
HCV NS3 hel inh: inhibitors of Hepatitis C virus NS3 helicase; NS3 helicase DNA unwinding, Cy5 molecular beacon fluorescence; inhibition, % at 10.9 µM; 290,000 compounds, 0.56% hits; AID 1800;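 active = inhibition above the mean of all tested compounds plus 3 SD, set per campaign, cut at about 35% in these data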;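 note: 0% = DMSO wells and 100% = thioflavine S control wells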
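Measured by: Cy5 fluorescence, 0 and 60 min reads / Assay system: NS3 helicase fragment of HCV / Control set: low DMSO, high thioflavine S at 110 µM / Times: 1 h reaction at 25 °C, ATP-initiated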
CRFR2-BP antag: antagonists of CRF-binding protein/CRF-R2 receptor complex | HEK293 CRF-R2/CRF-BP, CRF-induced calcium fluorescence | inhibition, % at 11.8 µM | 350,000 compounds, 0.59% hits;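 active = inhibition of the ligand-induced calcium signal above about 50% at the single tested concentration, limit read from the data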
IDE act: boosts human insulin-degrading enzyme activity in HEK cells; AID 493087; P14735; FAbeta-B cleavage, fluorescence polarization; 0% vehicle, 100% cell-free pure enzyme wells; activation, % at 5.96 µM; 340,000 compounds, 0.073% hits;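 active = activation above the mean of all tested compounds plus 3 SD, set per screening campaign, cut at about 17% in these data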
IDE cell inh: inhibits human insulin-degrading enzyme in HEK cells; P14735; FAbetaB cleavage, fluorescence polarization; inhibition, % at 5.59 µM; 320,000 compounds, 0.41% hits; AID 434962;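 active = percent inhibition above the average of all tested compounds plus 3 SD, set per screening campaign, cut at about 16% in these data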;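 note: IDE supplied by intact live HEK cells; FP after avidin binding of uncleaved biotin substrate so inhibition keeps polarization high; 0% = DMSO wells and 100% = 60 µM reference IDE inhibitor Ii1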
UBC9 SUMO inh: blocks human SUMOylation mediated by UBC9 | P63279 | HTRF SUMOylation assay, SAE1/SAE2 + UBC9, in vitro | inhibition, % at 35 µM | 290,000 compounds, 0.36% hits | AID 2006; in the data active = inhibition above about 50%, passing the limit was not always enough; note: strong numbers were not always called active
Target sequence (P63279 whole entry, looked up): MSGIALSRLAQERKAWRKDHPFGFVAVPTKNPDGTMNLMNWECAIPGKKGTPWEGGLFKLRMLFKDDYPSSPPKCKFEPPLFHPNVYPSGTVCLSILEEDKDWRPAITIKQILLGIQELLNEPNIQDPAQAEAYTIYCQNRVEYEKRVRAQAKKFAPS
GalR3 antag: human GalR3 antagonism; O60755; HEK293 GalR3-CNG cAMP membrane potential fluorescence; galR3 body fused to GalR1 C-terminus; inhibition, % at 3 µM; 360,000 compounds, 0.44% hits; AID 651719;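 active = inhibition above the screen-wide average plus 3 SD, cut at about 13% in these data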;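 note: forskolin and galanin both at EC90 stimulate the cells; cAMP rise reported by CNG channel membrane potential dye signal; 0% = forskolin plus galanin with DMSO and 100% = forskolin alone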
Target sequence (O60755 1-299 limits assumed): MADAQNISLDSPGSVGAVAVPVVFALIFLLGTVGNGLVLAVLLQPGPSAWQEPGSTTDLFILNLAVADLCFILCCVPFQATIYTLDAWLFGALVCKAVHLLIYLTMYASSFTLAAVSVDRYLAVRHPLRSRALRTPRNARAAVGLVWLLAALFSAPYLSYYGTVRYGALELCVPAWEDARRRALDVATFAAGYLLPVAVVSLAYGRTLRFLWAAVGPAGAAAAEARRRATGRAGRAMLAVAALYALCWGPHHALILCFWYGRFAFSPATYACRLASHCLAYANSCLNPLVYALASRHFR
pCIP destab: p/CIP protein destabilization | Q05BA5 | F442A p/CIP-EGFP cells, EGFP fluorescence, 16 h | decrease of EGFP signal, % at 10 µM | 290,000 compounds, 0.01% hits | AID 1984;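 active = EGFP signal decrease of at least 30% at 10 µM or well 3 SD below plate mean, unless failing retest; inactive = the rest, including hits failing retest or dose response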; note: some compounds called inactive have numbers as strong as hits; many of its hits are not listed in these tables
* = called active by the depositor; · = not tested or not shown; & = joins results of further samples.

VIM-2 inh	IMP-1 inh	HCV NS3 hel inh	CRFR2-BP antag	IDE act	IDE cell inh	UBC9 SUMO inh	GalR3 antag	pCIP destab	molecule
0.5	3.3	19	0	5	-2	-14	-3	-7	Cc1ccc(/C(N)=N/OC(=O)c2cccc(Cn3cc(C(F)(F)F)ccc3=O)c2)cc1
-1.1	-1.1	-5	-3	3	3	19	-5	-14	COc1ccc(C(C)=O)cc1CSc1nnc(-c2ccc(Cl)cc2)n1-c1ccccc1
-0.1	0.6	-1	-13	5	-2	-14	-6	6	Cc1nnc(SCc2nc(N)nc(Nc3ccccc3)n2)s1
-0.7	-2.8	1	2	1	5	63	-5	-6	COc1cccc(CNc2cccc3cccnc23)c1O
-0.4	-2.4	-15	6	1	·	7	-4	-2	C/C(=N/NS(=O)(=O)c1ccc(C)cc1)c1c[nH]c2ccccc12
-3.6	-0.4	-8	-9	-1	5	-4	-3	-1	Cc1cc(C)n(-c2nnc(C)n2NS(C)(=O)=O)n1
0.7	-1.2	9	0	-2	2	13	0	23	Cn1c(SCc2ccc(C#N)cc2)nnc1-c1ccccc1
-2.4	-4.5	-2	-4	-1	-4	30	-3	1	Cc1cc(C)n(CC(=O)c2ccc(Br)cc2)c(=O)c1C#N
·	·	·	-8	1	-3	·	-6	·	O=C(OCCc1cc2ccccc2c(=O)o1)c1ccco1
·	·	·	2	-1	3	·	-2	·	O=C(COc1coc(CN2CCc3ccccc3C2)cc1=O)Nc1ccc(F)cc1F
-0.1	-2.1	-3	2	3	1	10	-3	-17	COc1ccccc1N1CCN(C(=O)/C=C/c2c(Cl)nc3ccccn23)CC1
0.5	-4.4	1	-9	-39	31*	24	-9	10	O=C(c1cccn2c(=O)c3cc(Cl)ccc3nc12)N1CCN(Cc2ccc3c(c2)OCO3)CC1
-2.4	-4.5	9	-7	1	2	·	-6	0	COCCCN1C(=O)c2ccc(C(=O)NCc3ccccn3)cc2C1=O
-4.9	-3.0	4	-5	-7	5	12	-2	-5	COc1ccccc1N1CCN(C(=O)CCn2c(=O)[nH]c3ccsc3c2=O)CC1
-1.0	-2.3	-7	-14	7	3	-22	-6	-5	O=C(CC1SC(=O)N(Cc2ccccc2Cl)C1=O)Nc1nccs1 (stereo not given)
-0.6	-2.2	-4	3	3	-3	-4	-1	-4	Cc1ccc(CN2C(=O)CCC2C(=O)NCC2CCCO2)cc1 (stereo not given)
-0.2	0.8	-6	-4	3	1	13	-10	-11	COc1ccc(C(=O)C2CCCN(Cc3cc(C)c(O)c(C)c3)C2)c(OC)c1 (stereo not given)
·	·	·	-6	-1	0	·	-4	·	O=C1CC(NS(=O)(=O)c2cccnc2)CN1c1ccc(Cl)cc1 (stereo not given)
·	·	·	-2	3	-2	·	-3	·	CCc1ccc(OCC(=O)NNC(=O)c2c(CC)noc2C)cc1
·	·	·	-5	1	4	·	-1	·	CN(Cc1ccc(Cl)cc1Cl)C(=O)CN1C(=O)NC2(CCCC2)C1=O
-2.3	-1.4	-2	14&-1	3&2	6	6	2&-5	-5	C/C(N)=C(/C#N)C(=O)CSc1nnc(Cc2ccccc2F)n1N
0.0	-0.7	1	13	0	0	-40	0	-16	CC1CCN(C(=O)CSc2nnc(-c3ccncc3)n2C)CC1
-4.2	-4.1	-1	5	·	0	-11	·	-2	CCOC(=O)c1cc(COc2cc(Cl)cc(Cl)c2)on1
-1.2	-2.6	5	34	-2	4	12	-4	-2	COc1ccc(-c2[nH]ncc2/C=N/NC(=O)c2cccc([N+](=O)[O-])c2)cc1OC
-2.5	-3.6	-16	-14	0	-6	-1	-9	8	COC(=O)C1CCN(C(=O)CN(C)Cc2ccc(C(C)(C)C)cc2)CC1
-0.1	0.7	17	10	-3	0	-6	-5	-11	COc1ccc(N2C(=O)C(Cl)=C(N3CCOCC3)C2=O)cc1
-4.2	-3.4	6	21	1	-3	34	1	-12	CCOC(OCC)P(=O)(C(C)C)C(C)C
-2.0	-1.7	3	1	7	-3	14	-8	0	CC(C)N(C(=O)CN1CCC(c2nc3ccccc3[nH]2)CC1)C(C)C
-1.9	-2.0	3	14	-6	0	14	-3	2	CC(C)CNS(=O)(=O)c1ccc(OCC(=O)Nc2ccc(F)cc2F)cc1
-2.8	0.6	-1	-4	3	2	17	2	2	CC(=O)Nc1ccc(S(=O)(=O)NCc2csc(C)n2)cc1
-1.5	-2.5	3	4	1	·	16	-11	-8	CCCC(=O)Nc1ccc2c(c1)nc1n2CCN(CCOC)C1
0.9	-0.3	-12	6	3	-2	-23	-7	4	Cc1ccc(CCNC(=O)C23CN(Cc4ccccc4)CC2C(c2ccc([N+](=O)[O-])cc2)=NO3)cc1 (stereo not given)
-1.7	-2.4	7	26	3	-2	10	-9	-8	CCC(Sc1nc2ccsc2c(=O)n1-c1ccc(Cl)c(C)c1)C(=O)NCc1ccco1 (stereo not given)
-2.0	-1.0	9	-7	1	8	-3	1	-9	O=C(CCN1C(=O)c2ccccc2C1=O)C1=NN[C@@H]2C(=O)N(c3cccc(F)c3)C(=O)[C@H]12
-2.0	-2.7	-9	1	5	0	-4	-6	-7	COc1cccc(CNC(=O)C(C)n2nc(C)n3c(cc4occc43)c2=O)c1 (stereo not given)
-2.2	-1.3	-13	-9	-3	-2	4	0	-8	O=C(O)c1ccc(Nc2c3ccccc3nc3ccccc23)cc1
-5.0	-3.2	0	2	3	1	11	-4	13	CCN(CC)CCCn1c(C)cc2c(c1=O)C(c1ccc(OC)c(OC)c1OC)C(C#N)=C(N)O2 (stereo not given)
·	·	·	6	1	2	·	9	·	O=C(N/N=C/c1ccccc1)c1ccc(N2CCCC2=O)cc1
-1.2	-1.5	-12	17	-5	2	-11	4	10	CC1=C(C(=O)Nc2cc(C(=O)NCCCOC(C)C)ccc2C)SCCO1
-1.4	-2.7	8	9	4	1	3	-2	-15	Cc1ccc(S(=O)(=O)CC(=O)c2ccc3c(c2)OCCO3)cc1
-5.4	-4.1	6	-11	0	7	6	-8	-17	CSc1ccccc1NC(=O)CN1CCN(c2ccccn2)CC1
2.6	0.4	38*	-1	-8	2	19	-7	-7	CCOC(=O)CC(=O)CSc1ccc2nnc(-c3ccc(F)cc3)n2n1
·	·	·	2	2	2	·	-5	·	CCOc1ccc(OCC(=O)OCC(=O)NCC2CCCO2)cc1 (stereo not given)
2.4	-0.8	1	18	-2	5	6	-3	-7	COc1cccc(NC(=O)CSc2nnc(-c3ccc(C)cc3)o2)c1
-3.0	-4.5	-7	11	-6	13	3	-5	-6	Cc1cccc(N2CCN(C(=O)Cn3cccc3C(=O)c3ccccc3)CC2)c1C
-2.7	-4.5	-5	2	0	6	4	-1	-22	CCc1ccc(C(=O)N/N=C(\C)c2cccnc2)s1
-3.1	-2.6	2	-7	0	0	-2	-10	-13	O=C(Nc1ccccc1)c1ccc(-c2ccccc2Cl)o1
-3.0	-1.7	5	-9	2	-2	36	-3	0	Cc1cc[n+](-c2nc3ccccc3nc2C(=C=[N-])C#N)cc1
-2.5	-1.6	9	3	4	1	13	-7	5	COc1cc(SC)ccc1C(=O)OC(C)C(=O)Nc1ccc(NC(C)=O)cc1 (stereo not given)
1.2	1.2	-81	-2	5	2	6	-7	1	CN(C)CCCNCC(=O)c1c(-c2ccccc2)n(C)c2ccccc12
-0.8	-3.4	-57	12	2	-1	-7	-7	-19	O=C1CCN(CCc2ccccc2)CCN1[C@H](CSc1ccccc1)Cc1ccccc1
-2.1	-1.9	-10	4	7	-1	11	-7	0	C/C(=N/Nc1nc(C)c(C)s1)c1cccc([N+](=O)[O-])c1
-2.8	-0.8	5	-25	-2	-1	24	1	-19	Cc1nc2ccc(NC(=O)c3ccc(F)c(S(=O)(=O)N4CCOCC4)c3)cc2s1
-1.1	-4.0	5	0	1	-4	24	-3	-11	O=S(=O)(c1cccc(-c2n[nH]c(=S)o2)c1)N1CCOCC1
-12	-2.4	11	93*	1	4	2	1	11	CC1CCCCC1NC(=O)CCCCCn1c(=S)[nH]c2ccsc2c1=O (stereo not given)
-4.2	-5.4	5	-8	-4	2	-2	-9	4	CN(C)CCNC(=O)CNC(=S)N(Cc1ccccc1)Cc1cccnc1
-3.3	-2.3	-19	5	-6	-1	5	-4	5	CCOC(=O)C1(Cc2ccc(OC)cc2)CCN(C(=O)CN2CCOC2=O)CC1
0.3	-4.0	-3	15	2	-2	8	-2	-14	CCC1CCCCN1C(=O)CSc1nnc(-c2cccc(Cl)c2)o1 (stereo not given)
-0.9	-2.4	11	-10	3	-1	18	6	4	O=C1Nc2ccccc2/C1=N\N=C\c1ccc(O)c(O)c1
-3.5	-2.1	7	-5	3	-6	-4	5	-12	CCOc1ccc(NC(=O)C2CCCN2S(=O)(=O)c2ccc(OCC)cc2)cc1 (stereo not given)

(further entries)
VIM-2 inh	IMP-1 inh	HCV NS3 hel inh	CRFR2-BP antag	IDE act	IDE cell inh	UBC9 SUMO inh	GalR3 antag	pCIP destab	molecule
0.2	-1.4	-13	3	2	·	6	-11	-8	CCCC(=O)Nc1ccc(-c2csc(-c3cccnc3)n2)cc1
-1.5	-2.0	-18	-11	-2	4	-12	-2	-14	Cn1c(=O)c2c(nc(N3CCN(Cc4ccccc4)CC3)n2CCCc2ccccc2)n(C)c1=O
1.0	-3.0	8	9	6	-1	24	-4	-12	CCCCN(C)C(=O)CCC(=O)Nc1ccc2nc(N3CCOCC3)cc(C)c2c1
-4.6	-3.5	4	-12	0	-2	2	-3	5	CC(C)[C@H](NC(=O)NCc1cccs1)C(=O)O
0.9	-0.8	-6	-9	0	1	18	-4	-8	O=C(COc1ccccc1O)c1cccs1
-0.3	-2.3	5	-6	-2	2	12	-9	5	CCn1cc(C(=O)OCC(=O)Nc2cccc(C)c2)c(=O)c2ccc(C)nc21
-3.7	-0.9	3	10	1	·	0	-1	7	COc1ccc(CCC(=O)N2CCN(c3ccc(OC)cc3)CC2)cc1
-1.5	-2.8	5	-12	3	1	-7	-7	0	Cc1ccccc1NC(=O)c1ccc2nccnc2c1
0.0	-3.6	-6	-1	8	-4	-8	-5	-10	CCOC(=O)CSc1nc(C)nc2c1sc1nc(C)c(C(C)=O)c(-c3ccc(OC)cc3)c12
-2.4	-2.3	3	-17	1	2	-6	-7	-3	COC(=O)CSc1c(-c2ccccc2)c2cc(Cl)ccc2[nH]c1=O

Quoted at random: four compounds from above.
VIM-2 inh	IMP-1 inh	HCV NS3 hel inh	CRFR2-BP antag	IDE act	IDE cell inh	UBC9 SUMO inh	GalR3 antag	pCIP destab	molecule
0.2	-1.4	-13	3	2	·	6	-11	-8	CCCC(=O)Nc1ccc(-c2csc(-c3cccnc3)n2)cc1
-1.5	-2.0	-18	-11	-2	4	-12	-2	-14	Cn1c(=O)c2c(nc(N3CCN(Cc4ccccc4)CC3)n2CCCc2ccccc2)n(C)c1=O
1.0	-3.0	8	9	6	-1	24	-4	-12	CCCCN(C)C(=O)CCC(=O)Nc1ccc2nc(N3CCOCC3)cc(C)c2c1
-1.5	-2.8	5	-12	3	1	-7	-7	0	Cc1ccccc1NC(=O)c1ccc2nccnc2c1

Screens: PubChem BioAssay, several laboratories
